G9a inh = qHTS Assay for Inhibitors of Histone Lysine Methyltransferase G9a | Potency, µM (top dose mostly 102 µM), for inactives: at the top dose activity, negative = inhibition, most hits filed as inhibitors | AID 504332, 2011 | G9a H3K9 monomethylation, AlphaScreen, 2 h | 350,000 compounds, 8.8% hits | Histone-lysine N-methyltransferase EHMT2 (Homo sapiens), Q96KQ7; also: % is scaled to controls: 0 for no effect and ±100 for the full control effect; nearly all actives have a fitted effect of over 75% in size
Target sequence (Q96KQ7 913-1193 limits assumed): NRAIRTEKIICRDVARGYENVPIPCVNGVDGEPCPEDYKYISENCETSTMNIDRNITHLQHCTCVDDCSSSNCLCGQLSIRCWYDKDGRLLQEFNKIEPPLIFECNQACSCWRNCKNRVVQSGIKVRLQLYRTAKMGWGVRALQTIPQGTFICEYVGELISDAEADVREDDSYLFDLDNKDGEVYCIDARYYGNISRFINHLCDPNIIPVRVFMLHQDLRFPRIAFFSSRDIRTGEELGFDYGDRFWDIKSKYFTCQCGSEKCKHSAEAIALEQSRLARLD
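Enzyme 20 nM + cpd, 15 min RT; add b-H3K9 pep 500 nM / SAM 20 uM; 2 h RT; anti-H3K9me1 Ab 0.5 ug/mL + SA donor / anti-rabbit acceptor beads 20 ug/mL each, 10 min; AlphaScreen read.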
BLM inh = qHTS Assay for Inhibitors of Bloom's syndrome helicase (BLM); AID 2528, 2010; RecQ-like DNA helicase BLM (Homo sapiens), P54132; recombinant BLM DNA unwinding, fluorescence dequenching; 350,000 compounds, 0.2% hits; Potency, µM (highest dose often 56.1 µM), without a hit: at the top dose activity change, negative = inhibition, most hits filed as inhibitors;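 also: plate controls were vehicle for no effect and no enzyme for full effect; nearly all actives have a fitted effect of over 35% in size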
Pin1 inhibitor = qHTS Assay to Find Inhibitors of Pin1; Peptidyl-prolyl cis-trans isomerase NIMA-interacting 1 (Homo sapiens), Q13526; Pin1 FP peptide displacement, HiFluor488, 10 min; Potency, µM (series often up to 115 µM), without a hit: at the highest dose activity, negative = inhibition, usual class: inhibitors; 390,000 compounds, 0.009% hits; active = well fitted inhibition curve with a large enough effect in the polarisation, with a control signal flat, not every such curve was filed as active; inconclusive = small, poorly fitted or top-dose-only effect, or effect the other way, or a change in a side signal; inactive = no such curve, though single readings can be large or run the other way; the % refers to the polarisation; also: % is scaled to controls: 0 for no effect and ±100 for the full control effect
BAZ2B inh = qHTS Assay for Inhibitors of BAZ2B; Bromodomain adjacent to zinc finger domain protein 2B (Homo sapiens), Q9UIF8; AlphaScreen BAZ2B-H3K14Ac peptide displacement; Potency, µM (titrated, usually from 114 µM), without a hit: top-dose activity change, negative = inhibition, most hits filed as inhibitors; 360,000 compounds, 4.4% hits; AID 504333, 2011; also: % is scaled to controls: 0 for no effect and ±100 for the full control effect; nearly all actives have a fitted effect of over 60% in size
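In this displacement format the biotinylated H3(5-23) peptide acetylated at Lys14 serves as ligand at 50 nM, with BAZ2B at 50 nM in PBS pH 7.4 containing 0.01% Tween-20. Donor and acceptor beads are 10 ug/mL final.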
GLS inhibitor = qHTS for Inhibitors of Glutaminase (GLS). Glutaminase kidney isoform, mitochondrial (Homo sapiens), O94925. GLS enzymatic activity, qHTS titration. Potency, µM (titrated, usually from 45.5 µM), inactives show at the top dose activity change, negative = inhibition, hits mostly inhibitors. 410,000 compounds, 0.21% hits; also: % is scaled to controls: 0 for no effect and ±100 for the full control effect
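Assay buffer: 45 mM KH2PO4 pH 8.2, 0.02% Tween-20. hKGA acts on L-glutamine (1 mM solution added); product glutamate is reported by an oxidase/peroxidase Amplex Red coupling, with fluorescence taken at baseline and 30 min.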
JMJD2A Tudor inh = qHTS Assay for Inhibitors of JMJD2A-Tudor Domain; Lysine-specific demethylase 4A (Homo sapiens), O75164; AlphaScreen JMJD2A-Tudor / H3K4me3 peptide binding; Potency, µM (doses to about 114 µM), for the others: at the highest dose activity change, negative = inhibition, actives largely listed as inhibitors; 390,000 compounds, 4.4% hits; also: % is scaled to controls: 0 for no effect and ±100 for the full control effect; nearly all actives have a fitted effect of over 50% in size
PGK inhibitor = qHTS Assay to Find Inhibitors of Phosphoglycerate Kinase | Phosphoglycerate kinase, glycosomal (Trypanosoma brucei brucei), P07378 | 380,000 compounds, 0.043% hits | Potency, µM (titrated, usually from 57.5 µM), for inactives: at the top dose activity change, negative = inhibition, usual class: inhibitors | PGK/GAPDH coupled, Kinase-Glo luminescence, 60 min; also: % is scaled to controls: 0 for no effect and ±100 for the full control effect; nearly all actives have a fitted effect of over 60% in size
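Recombinant glycosomal PGK reaction used 1,3-bisphosphoglycerate generated in-well by GAPDH (100nM final) in 100mM TEA pH 7.6, 5mM MgCl2, 0.01% Tween-20. After 60 minutes at room temperature, ATP was read by Kinase-Glo Plus luminescence end-point.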
POLI inh = qHTS for Inhibitors of Polymerase Iota. Potency, µM (series often up to 115 µM), inactives show at the highest dose activity, negative = inhibition, actives largely listed as inhibitors. Pol iota fluorescent replication assay, 10 min. DNA polymerase iota (Homo sapiens), Q9UNA4. 390,000 compounds, 1% hits
Target sequence (Q9UNA4 whole entry, looked up): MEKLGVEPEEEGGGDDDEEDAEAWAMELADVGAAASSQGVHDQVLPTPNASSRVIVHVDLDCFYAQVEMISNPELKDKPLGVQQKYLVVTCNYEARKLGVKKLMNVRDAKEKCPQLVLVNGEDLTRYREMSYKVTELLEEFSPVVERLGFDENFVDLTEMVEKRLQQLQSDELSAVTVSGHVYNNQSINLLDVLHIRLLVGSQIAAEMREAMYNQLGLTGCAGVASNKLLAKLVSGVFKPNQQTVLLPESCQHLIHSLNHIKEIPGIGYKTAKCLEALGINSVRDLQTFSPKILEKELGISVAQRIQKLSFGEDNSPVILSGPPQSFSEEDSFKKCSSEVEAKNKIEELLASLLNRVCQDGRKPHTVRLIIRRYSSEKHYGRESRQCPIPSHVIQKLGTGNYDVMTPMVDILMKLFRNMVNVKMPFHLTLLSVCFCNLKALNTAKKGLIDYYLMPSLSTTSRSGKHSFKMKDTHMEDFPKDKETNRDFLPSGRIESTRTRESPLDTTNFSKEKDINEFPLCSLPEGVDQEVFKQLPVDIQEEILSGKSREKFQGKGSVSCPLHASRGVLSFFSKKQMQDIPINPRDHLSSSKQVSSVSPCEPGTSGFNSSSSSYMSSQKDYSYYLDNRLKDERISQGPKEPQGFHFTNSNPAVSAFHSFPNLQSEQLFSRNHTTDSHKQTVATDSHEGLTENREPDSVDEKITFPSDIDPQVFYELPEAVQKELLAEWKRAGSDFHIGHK
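Pol iota at 10 nM preincubated 15 min with compounds at room temperature; reaction started with fluorescent substrate, 50 nM final. Fluorescence read kinetically at 0 and 10 min; buffer-only wells as negative control.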
HP1b chromo inh = HTS for Inhibitors of HP1-beta Chromodomain Interactions with Methylated Histone Tails | Chromobox protein homolog 1 (Homo sapiens), P83916 | AlphaScreen HP1-beta / biotin-H3K9me3 peptide binding | Potency, µM (doses to about 114 µM), for the others: top-dose activity change, negative = inhibition, hits mostly inhibitors | 390,000 compounds, 0.56% hits | AID 540317, 2011; also: nearly all actives have a fitted effect of over 70% in size; inactives centre near 23
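Compound inhibition of the preformed complex between 50 nM HP1-beta and 50 nM biotinylated H3K9me3 peptide was read by AlphaScreen. Buffer was PBS pH 7.4 with 0.01% Tween-20. Incubations ran 30 min at room temperature, with 10 ug/mL donor/acceptor beads.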
* hit, by the source's call; i = inactive; u = inconclusive; x = no result given; & = joins results of further samples; [ ] = remark or other dose. Unless noted, calls follow the shape of the dose curve; as a rule, active = well fitted curve in the direction sought with a large enough effect; inconclusive = small, poorly fitted or top-dose-only effect, or another doubt; inactive = no such curve, though single readings can be large; an effect the other way counts as inactive or inconclusive. Potency is read from the fitted curve at half-maximal effect.

POLI inh	HP1b chromo inh	Pin1 inhibitor	BAZ2B inh	PGK inhibitor	BLM inh	G9a inh	JMJD2A Tudor inh	GLS inhibitor	smiles
6.7%	32.3%	3.3%	-37.4%	-0.8%	1.5%	-2.5%[59 µM]	-21.5%	-7.6%	CCn1c2ccccc2c2nnc(SCC(=O)Nc3ncccn3)nc21
-0.6%[58.9 µM]	31.6%	6.6%	-13.3%&0.1%	3.9%	-1.8%&-3.3%	15.8µM*	22.4µM*	6.4%	S=c1[nH]ccn1-c1ccccc1Cl
4.0%	23.2%	4.1%	-1.1%	-1.6%	-5.8%	x	-2.1%	8.1%	O=C(Nc1ccc(Cl)cc1)c1cc(Br)ccc1OCC(=O)N1CCOCC1
24.5%	51.3%	51.0%[activator]	5.1%	-7.4%	x	-21.7%	0.7%	0.2%	CC1CC(C)CN(C(=O)C2CCN(C(=O)Nc3ccccc3)CC2)C1 (stereo unspecified)
-9.8%	42.8%[activator]	-7.9%	26.5%	i	-4.8%	u	-21.3%	-11.2%	Cc1c(NC(=O)CSc2ccc(Cl)cc2)c(=O)n(-c2ccccc2)n1C
12.3%	2.7%	0.6%	u	-4.9%	-0.8%	u	-35.2%	7.2%	COc1ccc(NC2=CC(c3ccc(F)cc3)N(c3ccc(OC)cc3)C2=O)cc1 (stereo unspecified)
3.3%	38.4%	3.6%	-1.9%	4.6%	-4.2%	3.7%[12.7 µM]	-17.3%	6.4%	COc1ccc(CCNC(=O)c2ccccc2NC(=O)c2ccco2)cc1OC
16.9%	33.8%	-0.3%	-17.3%	-4.2%	3.5%	0.9%	-4.5%	-4.7%	CCn1cc(S(=O)(=O)c2ccc(C)cc2)c(=O)c2cc(F)c(N3CCN(C)CC3)cc21
84.5%[activator]	45.7%[activator]	-0.5%	-34.2%	-2.7%	-4.3%	39.8µM*	u	-6.4%	O=C(C1=NN[C@@H]2C(=O)N(c3cccc(C(F)(F)F)c3)C(=O)[C@H]12)c1cnccn1
-14.7%	25.2%[57 µM]	-11.5%	-3.5%	-6.5%	-15.6%	16.2%[12.7 µM]	14.4%	-5.9%	Oc1c(Br)cc(Br)cc1CNc1ccccn1

One compound at a time, as listed above:
Profile of Oc1c(Br)cc(Br)cc1CNc1ccccn1 : POLI inh = -14.7%; HP1b chromo inh = 25.2%[57 µM]; Pin1 inhibitor = -11.5%; BAZ2B inh = -3.5%; PGK inhibitor = -6.5%; BLM inh = -15.6%; G9a inh = 16.2%[12.7 µM]; JMJD2A Tudor inh = 14.4%; GLS inhibitor = -5.9%
Profile of CCn1cc(S(=O)(=O)c2ccc(C)cc2)c(=O)c2cc(F)c(N3CCN(C)CC3)cc21 : POLI inh = 16.9%; HP1b chromo inh = 33.8%; Pin1 inhibitor = -0.3%; BAZ2B inh = -17.3%; PGK inhibitor = -4.2%; BLM inh = 3.5%; G9a inh = 0.9%; JMJD2A Tudor inh = -4.5%; GLS inhibitor = -4.7%

(next part)
POLI inh	HP1b chromo inh	Pin1 inhibitor	BAZ2B inh	PGK inhibitor	BLM inh	G9a inh	JMJD2A Tudor inh	GLS inhibitor	smiles
u	2.3%	3.8%	u	i	-6.6%	26.1%[2.33 µM]	u	-4.5%	O=C(CN(c1ccc(Cl)cc1)S(=O)(=O)c1ccccc1)N/N=C/c1ccco1
18.4%	16.5%[57 µM]	-1.4%	x	-8.1%	x	x	-19.3%	14.8%	O=C(NNC(=O)c1cccc(C(F)(F)F)c1)c1ccc(-n2cnnn2)cc1
12.2%	23.1%	x	-8.3%	-8.5%	-0.2%	22.4µM*	-19.4%	16.8%	O=C(/C=C/c1ccccc1)NC(=S)NNC(=O)c1cccnc1
3.6%	11.1%	-4.2%	-18.8%	-4.6%	-2.7%	-10.6%[0.501 µM]	-5.4%	-0.3%	Cc1nc(NCCc2ccc(Cl)cc2)c2nnn(Cc3ccccc3)c2n1
5.3%	20.5%	-1.0%	u	1.1%	0.2%	35.1%	0.7%	0.2%	O=C(NCCc1ccccc1F)C1CCC(=O)N(Cc2ccc(Cl)cc2)C1 (stereo unspecified)
15.9%	7.4%	-1.9%	-4.1%	-2.9%	-1.7%	-16.1%	-13.8%	5.0%	CC(C)c1ccc(N(C(=O)c2csnn2)C(C(=O)NC2CCCC2)c2ccncc2)cc1 (stereo unspecified)
0.5%	5.0%	-0.8%	28.2µM*	-4.7%	3.1%	4.47µM*	5.62µM*	6.2%	CCC(=O)Nc1nnc(-c2ccccn2)o1
1.0%	29.8%	-2.5%	-11.8%	2.4%	-3.4%	x	3.9%	-0.7%	CN(C(=O)CN1C(=O)S/C(=C\c2cccc(Cl)c2)C1=O)C1CCS(=O)(=O)C1 (stereo unspecified)
151.2%[activator]	55.3%[activator]	-2.7%	11.1%	-10.2%	-2.8%	-2.9%	-5.3%	4.3%	COc1ccc(-c2csc3ncnc(Cl)c23)cc1
0.0%	36.6%[activator]	3.2%	-5.1%	5.8%	-7.2%	-6.2%[59 µM]	-17.9%	u	Cc1ccc(-c2[nH]c3c(c2-c2c(-n4cccc4)n(C)c(=O)[nH]c2=O)c(=O)[nH]c(=O)n3C)cc1
16.3%	163.7%[activator]	u	88.1%[activator]	-4.8%	-8.6%	71.7%[activator][12.7 µM]	97.1%[activator]	3.9%	Cc1cc(Cl)ccc1OC(C)C(=O)NCCCCc1ccccc1 (stereo unspecified)
0.9%	37.3%	1.6%	u	-14.0%	-10.7%	-47.4%[12.7 µM]	-5.7%	-2.2%	COc1cc(CC(=O)N2CCc3ccccc32)cc(OC)c1OC
-7.7%	35.2%	1.2%	2.5%	-9.2%	-4.2%	79.4µM*	-14.1%	-3.9%	Cc1ccc(-c2c(C#N)c(N)nc3c2CCCCC3)o1
12.6%	32.5%	7.4%	u	i	120.3%[activator]	-46.1%[59 µM]	-24.4%[57.1 µM]	-4.0%	CCOc1ccc2nc(NC3=NC(C)(C)C=C(C)N3)nc(C)c2c1
17.8%	21.3%	0.0%	x	-6.3%	-4.6%	-4.5%[59 µM]	-23.7%	-20.9%	CCOCCCNC(=O)c1cn(CC)c2ccc(S(=O)(=O)N3CCc4ccccc4C3)cc2c1=O
21.3%	20.9%	2.1%	-1.6%	x	-4.0%	16.0%[59 µM]	-16.3%	3.7%	N=C1C(c2ccccc2)=C(O)C2CCc3ccccc3N12 (stereo unspecified)
12.7%	75.2%[activator]	u	11.4%	-3.1%	-9.5%	x	22.1%	15.9%	O=C(NCC1CCCCC1)c1cc2ccccc2cc1O
32.0%[activator]	36.0%	-2.3%	7.2%	3.1%	1.4%	9.9%[59 µM]	2.8%	-11.8%	O=C(NCC1(c2ccccc2)CCOCC1)c1ccc(Br)o1
107.6%[activator]	-2.6%	-7.8%	x	-5.4%	x	x	17.8µM*	-1.6%	CCn1c(=S)[nH]c2cc(S(=O)(=O)N3CCOCC3)ccc21
14.3%&17.1%	19.7%&28.0%	-3.8%&0.6%	-34.2%	u	2.6%	-9.7%[59 µM]	-14.9%&-26.2%	6.7%	Cn1c(-c2ccc(Br)o2)nc2ccccc21
-3.4%	40.4%[activator]	-4.2%	7.3%	i	1.1%	-36.2%[12.7 µM]	-12.0%	5.9%	CS(=O)(=O)N(Cc1ccccc1)c1ccccc1C(=O)O
35.2%[activator]	27.8%	2.2%	-9.0%	x	-6.4%	-3.3%[59 µM]	-18.2%	3.1%	CCc1c(C)nc2nncn2c1NCc1ccc(OC)cc1
12.7%	29.2%	-7.7%	-16.9%	2.3%	0.2%	-4.4%[59 µM]	-2.0%	-3.8%	CCN(C(=O)CN(C)S(=O)(=O)c1ccc2c(c1)c(=O)n(C)c(=O)n2C)c1ccc(OC)cc1
-3.8%	-6.6%	6.1%	7.2%	-8.4%	-2.7%	u	-29.5%[11.4 µM]	-3.6%	CCc1ccc(-n2c(CSc3nnnn3-c3ccccc3)nc3ccccc3c2=O)cc1
-19.1%	31.1%	1.6%	-2.9%	-5.9%	-2.4%	8.6%	-16.0%	-2.2%	COCCC(=O)N1CCC(Oc2ccc(C(=O)N3CCC[C@H]3CO)cc2)CC1
20.5%	35.5%	-8.3%	2.0%	-4.5%	-8.9%	32.5%	-7.1%	-21.1%	O=C(Cc1ccc(Cl)cc1)c1c[nH]c(C(=O)NCCCN2CCOCC2)c1
-0.2%	9.7%	2.5%	-11.3%	0.2%	-4.0%	18.8%	-9.6%	6.9%	COc1ccc(S(=O)(=O)N2CCOCC2)cc1C(=O)NC1CCCCC1
8.4%	6.9%	-14.4%	-4.0%	4.1%	-3.9%	10.8%	-31.5%	16.0%	CCOC(=O)Nc1ccc(S(=O)(=O)Nc2cc(C)nc(C)n2)cc1
33.2%[activator]	8.4%[57 µM]	-3.6%	x	-5.7%	x	x	-20.7%	-9.7%	CCc1cccc(C)c1NC(=O)CN1C(=O)NC(C)(CCC(C)C)C1=O (stereo unspecified)
u	21.7%	-4.8%	x	-13.4%	x	x	-30.0%	-9.0%	Cn1cc(S(=O)(=O)N2CCCC2)cc1C(=O)O
104.1%[activator]	20.5%	21.5%	-25.5%	i	-7.3%	-5.6%[59 µM]	-17.3%[11.4 µM]	-11.7%	O=c1cc(-c2ccccc2)oc2cc(OCc3ccccc3)cc(O)c12
-22.3%	u	-0.2%	x	-8.1%	x	x	-10.0%	0.8%	CC[C@]12C(=O)N(C)C[C@H]([C@@H]3C(=O)N(Cc4ccccc4)C(=O)[C@@H]31)N2C(=O)c1ccc(Br)cc1

These rows are one share of the data, so the mix of outcomes need not match the whole.
